Compound activity from PubChem.
Vif-APOBEC3G blk – blocks the Vif interaction with human APOBEC3G | HeLa A3G-eYFP + Vif (tagged APOBEC3G with the HIV-1 protein that degrades it), YFP fluorescence, overnight | Potency, µM (titrated, usually from 46.1 µM), inactives show top-dose activity, negative = active, actives largely listed as inhibitors | actives 0.076% (n = 410,000) | Q9HC16;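 also: potency is read from the fitted curve at half-maximal effect; % is scaled to controls: 0 for no effect and ±100 for the full control effect; nearly all actives have a fitted effect of over 60% in size; hits raise eYFP signal because A3G escapes Vif-driven loss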
Target sequence (Q9HC16 whole entry, looked up): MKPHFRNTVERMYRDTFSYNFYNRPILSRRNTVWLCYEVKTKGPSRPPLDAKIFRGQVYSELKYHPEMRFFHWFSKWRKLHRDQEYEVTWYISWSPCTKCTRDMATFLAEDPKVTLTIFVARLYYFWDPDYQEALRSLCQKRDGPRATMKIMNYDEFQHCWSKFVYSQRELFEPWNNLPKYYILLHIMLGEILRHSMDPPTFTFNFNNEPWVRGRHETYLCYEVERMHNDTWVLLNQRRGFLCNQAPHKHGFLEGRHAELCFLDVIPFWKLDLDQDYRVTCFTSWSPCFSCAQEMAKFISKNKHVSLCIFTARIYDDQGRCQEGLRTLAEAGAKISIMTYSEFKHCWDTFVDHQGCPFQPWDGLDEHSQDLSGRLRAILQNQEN
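Read-out is eYFP fluorescence (Ex 488/Em 500-530) from Vif-expressing HeLa A3G-eYFP cells; more signal means A3G escaped Vif-mediated degradation. Cells plated overnight, compound pinned in, incubated overnight at 37 deg C.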
D1 antag – blocks dopamine activation of the human D1 receptor. HEK293 TREx D1 cells, calcium flux, dopamine EC80; active compounds read low. activity change, negative = inhibition, % at 10 µM. actives 3.2% (n = 360,000). AID 504652; in the data active = activity change below about -30%; also: % is scaled to controls: 0 for no effect and ±100 for the full control effect
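Allosteric or orthosteric antagonism assessed as attenuation of the calcium response to EC80 dopamine, added 180 s after compound, in induced HEK293 Trex D1 cells loaded with no-wash calcium dye.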
D2 PAM – positively modulates the human D2 dopamine receptor allosterically; HEK293 T-REx D2, calcium flux, EC20 dopamine potentiation; potentiation, % at 10 µM; actives 0.34% (n = 340,000);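 active = potentiation over 3 SD above the plate norm, cut at about 30% in these data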; also: 0% is about no effect
Target sequence (P14416 whole entry, looked up): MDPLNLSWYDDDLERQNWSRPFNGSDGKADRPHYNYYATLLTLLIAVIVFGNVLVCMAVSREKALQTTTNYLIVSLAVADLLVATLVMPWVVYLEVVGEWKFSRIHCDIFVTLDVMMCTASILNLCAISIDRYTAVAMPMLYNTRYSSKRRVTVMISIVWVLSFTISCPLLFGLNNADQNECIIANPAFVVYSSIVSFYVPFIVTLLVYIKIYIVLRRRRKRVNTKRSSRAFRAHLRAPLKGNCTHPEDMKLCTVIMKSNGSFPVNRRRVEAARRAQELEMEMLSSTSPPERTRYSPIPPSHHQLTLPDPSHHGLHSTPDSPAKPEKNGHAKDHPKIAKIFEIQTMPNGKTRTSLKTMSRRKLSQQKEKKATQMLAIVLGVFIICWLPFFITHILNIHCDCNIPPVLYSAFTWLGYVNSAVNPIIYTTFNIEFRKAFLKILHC
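Cells plated with tetracycline inducer and held overnight at 30 C; calcium dye loaded 30–90 min at room temperature; baseline taken, compound added and read 180 s; EC20 dopamine then added and read 180 s.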
LDHA block – inhibitors of human lactate dehydrogenase A; actives 0.15% (n = 480,000); purified LDHA, NADH/diaphorase-resazurin fluorescence; active compounds read low; P00338; AID 1347041; activity change, % (values are at about 110 or 230 µM); in the data active = activity change below about -30%; inconclusive = mostly about -25% to -30%;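 also: plate controls were DMSO wells for no effect and wells without enzyme for full effect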
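Human LDH5 at 2 nM final in Tris HCl pH 7.4 with 0.06 mM NADH and 0.2 mM pyruvate, reacted 5 minutes at room temperature. Remaining NADH coupled via diaphorase/resazurin; resorufin fluorescence read at 0 and 20 minutes, normalized to enzyme-free and DMSO wells.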
Vif-A3F inh – Vif-A3F binding inhibition; HeLa A3F-eYFP + Vif (tagged APOBEC3F with the HIV-1 protein that degrades it), YFP fluorescence increase; Potency, µM (series often up to 46.1 µM), inactives show at the highest dose activity, negative = active; actives 0.2% (n = 390,000); AID 602313; also: potency is read from the fitted curve at half-maximal effect; % of control where 0% means no effect; nearly all actives have a fitted effect of over 65% in size
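HeLa cells stably expressing Vif plus C-terminally eYFP-tagged A3F were seeded, incubated overnight at 37 deg C, dosed with compound, incubated overnight again at 37 deg C. Yellow fluorescence (Ex 488/Em 500-530) reported blocked Vif-mediated A3F-eYFP degradation.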
Glioma ERSR ind – ER stress response induction in glioma. U87-MG GRP78 promoter luciferase reporter, 16 h. Potency, µM, inactives show at the top dose activation, actives largely listed as activators. actives 0.02% (n = 420,000). AID 602332; also: potency is read from the fitted curve at half-maximal effect; series mostly up to about 76 µM; % of control where 0% means no effect; nearly all actives have a fitted effect of over 35% in size
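ERSR induction read as luciferase luminescence (Bright-Glo, 10 min at room temperature) in stably transfected human U87-MG glioma cells exposed to compounds for 16 h, using GRP78 as sensor.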
RXFP1 agonist – activates the human relaxin receptor RXFP1 | Q9HBX9 | HEK293T-RXFP1 cAMP TR-FRET, 30 min; response scale: percent of porcine relaxin response, buffer zero | Potency, µM (titrated, usually from 57.5 µM), for inactives: at the highest dose activation, hits mostly activators | actives 0.3% (n = 370,000) | AID 2676; also: potency is read from the fitted curve at half-maximal effect; % is scaled to controls: 0 for no effect and ±100 for the full control effect; nearly all actives have a fitted effect of over 60% in size; many of its hits are not listed in these tables
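HEK293T cells stably expressing RXFP1 were pretreated with the PDE4 inhibitor Ro 20174, exposed to compounds for 30 min at 37C, lysed, and cAMP was read by TR-FRET. Data normalized to buffer (basal) and 29 nM porcine relaxin (100%).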
D1 PAM – potentiators of human D1 dopamine receptor. P21728. HEK293 TREx D1 cells, calcium flux, dopamine EC20 potentiation. potentiation, % at 10 µM. actives 0.036% (n = 360,000). AID 504651; in the data active = potentiation above about 30%; also: 0% is about no effect
D1 ag – activates the human D1 dopamine receptor | AID 504660 | activation, % at 2 µM | HEK293 T-REx D1 cells, calcium flux, agonist mode | P21728 | actives 1% (n = 360,000); in the data active = activation above about 30%; also: 0% is about no effect
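Inducible HEK293 T-REx D1 cells, force-coupled to calcium signalling, were plated at 4000 cells/well with tetracycline and held overnight at 30 C. After no-wash calcium dye loading, compound-evoked calcium rise over 180 s flagged agonists.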
* marks the source's active call; other numbers are inactive results; ? = inconclusive; / = no result given; & = joins results of further samples. Unless noted, calls follow the shape of the dose curve; as a rule, active = well fitted curve in the direction sought with a large enough effect; inconclusive = small, poorly fitted or top-dose-only effect, or another doubt; inactive = no such curve, though single readings can be large; an effect the other way counts as inactive or inconclusive.

SMILES	Vif-APOBEC3G blk	D1 antag	D2 PAM	LDHA block	Vif-A3F inh	Glioma ERSR ind	RXFP1 agonist	D1 PAM	D1 ag
COc1ccc(-c2cc(CCCC(=O)NCc3ccccn3)no2)cc1	1%	-5	-3	0	6%	-9%	2.3%	-2	6
O=C(c1ccco1)N1N=C(c2cccs2)CC1c1ccc(F)cc1 (centres undefined)	1%	-6	3	0	-4%	-2%	-1.1%	0	2
COC(=O)c1cc(C)sc1NC(=O)c1cccnc1	0%	-21	10	0	-1%	-3%	0.1%	-1	1
CCOc1ccc(CC(=O)C2=C(N3CCOCC3)CC(C)(C)CC2=O)cc1OCC	0%	16	8	3	-2%	-9%	2.2%	8	4
CCCc1cc(=O)oc2cc(OCC(=O)N3CCc4ccccc43)ccc12	2%	10	-4	-4&-3	4%	-3%	1.6%	4	2
O=C(CNC(=O)C1CCCCC1)Nc1ccc(F)c(Cl)c1	1%	0	5	-2	-16%	-3%	2.4%	-5	1
COc1ccc(C)cc1NS(=O)(=O)c1ccc2c(c1)oc(=O)n2C	-15%	-23	0	-3	-1%	-4%	-0.1%	-7	2
CCc1ccc(Sc2cc(C(=O)NCCCN3CCC(C)CC3)c3ccccc3n2)cc1	1%	-21	-18	6	9%	-7%	8.7%	0	29
CC(C)CC(CO)N1CCN(C(=O)c2cccc(Cl)c2)CCC1=O (centres undefined)	3%	/	/	-10	-10%	-2%	/	/	/
O=C(/C=C/c1ccc(F)cc1)Nc1cc(S(=O)(=O)N2CCOCC2)ccc1N1CCOCC1	-2%	/	/	-11	-1%	0%	/	/	/
O=C(/C=C/c1cccs1)Nc1nc(-c2ccccc2)cs1	7%	-36*	-12	-8	-6%	4%	0.8%	-10	1
Cc1c(C(=O)Nc2cccc(C(F)(F)F)c2)oc2ccc(S(=O)(=O)N3CCC4(CC3)OCCO4)cc12	-2%	-9	-11	6	-2%	-3%	0.2%	0	-1
O=C(NC12CC3CC(CC(C3)C1)C2)c1cncc(O)c1	-7%	-4	-8	-1	0%	-6%	0.3%	-7	1
CC1C(=O)Nc2ccccc2N1C(=O)C1CC1 (centres undefined)	-1%	10	-11	2	4%	-2%	0.0%	-8	1
CCNc1ncnc2c1cnn2C	2%	-7	-2	-3	3%	-2%	26%	-5	3
CCOc1ccc2nc(N/C(N)=N/C(=S)Nc3ccc(C)c(C)c3)nc(C)c2c1	-6%	9	-3	-4	?	-3%	0.6%	1	0
Cc1ccc2nc(-c3ccc(NC(=O)COc4ccccc4)cc3)sc2c1	-1%	-6	1	-7	-14%	-2%	23%	0	-2
CC(C)COC(=O)Nc1nnc(SCc2ccccc2F)s1	-5%	/	10	-13	-12%	-2%	-0.6%	-3	2
Cc1c(Cl)cccc1NC(=O)COC(=O)Cc1ccsc1	0%	26	6	1	-1%	-1%	0.6%	1	1
CC(C)(C)c1ccc(N2C(=O)CC(c3ccccc3)C2=O)cc1 (centres undefined)	1%	-4	-7	-12	2%	-8%	0.0%	-8	3
COc1ccc(C)cc1NC(=O)C(Sc1nncn1C)c1ccccc1 (centres undefined)	-6%	39	1	-7	-16%	-3%	0.8%	-7	7
COc1ccc(S(=O)(=O)N2CCOCC2)cc1C(=O)Nc1cc(C)on1	0%	10	-7	-3	1%	-5%	6.1%	-1	3
N#Cc1c[nH]n2c(NC3CCCC3)c(-c3ccc(Cl)cc3)nc12	-8%	-6	-4	3	3%	3%	1.7%	-3	5
O=S(=O)(c1ccc(F)cc1)N1CCCN(c2nccc(C(F)(F)F)n2)CC1	3%	-7	-2	1	-9%	-5%	1.3%	-7	4
O=C(Nc1ccc(N2CCOCC2)c(S(=O)(=O)Nc2ccc(Cl)cc2)c1)c1ccc(=O)[nH]n1	-3%	/	/	3	-2%	-5%	/	/	/
CCCCc1ccc(NC(=O)c2cnccn2)cc1	2%	13	-2	0	-3%	-14%	4.1%	-7	4
COc1ccc(/C=N/NC(=O)c2[nH]c3ccc(C)cc3c2-c2ccccc2)c(C(=O)O)c1OC	?	-3	13	-5	?	-4%	-0.1%	-2	4
Cc1cc(C(=O)C(=O)Nc2nncs2)c(C)n1-c1ccc(Cl)cc1	1%	-9	0	4	-3%	1%	-4.8%	-2	19
O=C(Cn1nnc(-c2ccccc2)n1)c1ccccc1	-1%	-9	-1	-2	-2%	5%	-0.2%	-9	4
CCc1c(C)nc2[nH]nc(-c3ccccc3)n2c1=O	-5%	1	-4	-1	-1%	3%	-1.3%	-3	1
COC(=O)NNS(=O)(=O)c1ccc(C)cc1	0%	-9	5	-4	5%	-6%	-0.1%	-1	4
Cc1ccc2oc(=O)c3cc(C(=O)NCc4ccco4)sc3c2c1	-11%	-3	5	-1	-4%	-5%	12%	-4	3
O=C(Cc1cccc2ccccc12)N/N=C1\CCCc2ccccc21	-1%	2	-15	-10	-1%	-6%	0.9%	-1	6
O=C(c1ccc(F)cc1)C1CCN(C(=S)Nc2ccccc2)CC1	-1%	-11	0	-2	-1%	-2%	-0.5%	-3	3
Cn1cc(C(=O)Nc2ccc3c(c2)CCC3)cn1	-8%	-31*	-9	-4	8%	3%	6.6%	-4	1
Cc1ccc(NC(=O)CN2CCc3ccccc3C2)cc1F	-7%	8	-7	-24	-4%	-3%	1.2%	-2	0
CCOC(=O)N1CCC(NC(=O)c2cnn(-c3ccc(C)cc3)c2C2CCN(C(=O)OC(C)(C)C)CC2)CC1	1%	-2	5	-3	4%	-2%	-3.1%	1	1
COc1ccc(NC(=O)C(=O)NCc2ccncc2)c(OC)c1	6%	10	0	-4	-16%	-2%	-1.5%	1	0
c1ccc2c(c1)ccc1ccccc12	0%	/	/	-11	-19%	-4%	/	/	/
O=S(=O)(Nc1nc2ccccc2nc1Cl)c1ccc2ccccc2c1	?	-13	3	-8	?	-4%	4.3%	-1	4
O=C1CCCN1CN(C(=O)c1ccc2c(c1)OCO2)c1ccc(F)cc1	0%	17	9	-1	-11%	-4%	-0.3%	-4	15
COc1ccccc1NS(=O)(=O)c1cc(NC(=O)c2ccccc2[N+](=O)[O-])ccc1N1CCOCC1	-5%	/	/	3	-12%	-4%	/	/	/
Cn1cc(C(=O)C(F)(F)F)c2ccccc21	1%	11	-5	-3	-6%	0%	2.4%	-3	1
CC1(c2ccccc2Cl)NC(=O)N(CC(=O)NCc2ccc3c(c2)OCO3)C1=O (centres undefined)	-8%	-9	-2	2	3%	-2%	2.6%	-2	0
CCOC(=O)CN(Cc1ccccc1)C(=O)OC(C)(C)C	-2%	-3	6	/	/	-5%	-1.6%	1	1
Cc1ccc2c(c1)N(CC(=O)NCC1CCCO1)C(=O)C(C(C)C)O2 (centres undefined)	1%	13	14	-5	-38%	-1%	0.8%	-3	0
CCCc1cc2c(cc1NC(=O)c1ccc(C)cc1)OCO2	-3%	8	-3	-5	-1%	-3%	-0.3%	-10	2
CCCN1C(=O)/C(=C/c2ccc(OCC(=O)OCC)cc2)NC1=S	-7%	-15	/	2	-23%	?	2.0%	-5	7

Compound profiles (already shown). Order of values: Vif-APOBEC3G blk	D1 antag	D2 PAM	LDHA block	Vif-A3F inh	Glioma ERSR ind	RXFP1 agonist	D1 PAM	D1 ag
Shown for `O=S(=O)(Nc1nc2ccccc2nc1Cl)c1ccc2ccccc2c1` = ?	-13	3	-8	?	-4%	4.3%	-1	4
Shown for `CCCc1cc2c(cc1NC(=O)c1ccc(C)cc1)OCO2` = -3%	8	-3	-5	-1%	-3%	-0.3%	-10	2
Shown for `CCCN1C(=O)/C(=C/c2ccc(OCC(=O)OCC)cc2)NC1=S` = -7%	-15	/	2	-23%	?	2.0%	-5	7

Remaining list, next part
SMILES	Vif-APOBEC3G blk	D1 antag	D2 PAM	LDHA block	Vif-A3F inh	Glioma ERSR ind	RXFP1 agonist	D1 PAM	D1 ag
COC(=O)[C@H](Cc1c[nH]c2ccccc12)NC(=O)Nc1ccccc1OC	0%	-1	11	-2	-10%	-3%	5.2%	-6	3
COc1ccc(C)cc1NC(=O)NCc1cccn1Cc1ccccc1	1%	-2	-32	-1	-2%	-4%	2.8%	1	1
N#CCCn1nnc2ccccc21	-1%	/	/	-1	3%	-5%	-2.3%	/	/
CSc1nc2sc3c(c2c(=O)n1C1CCCCC1)CCN(C)C3	1%	-8	2	?	/	-2%	-1.4%	-1	0
CCOC(=O)C1CCN(C(=O)Cn2nc(C)c3c(C)n(-c4ccccc4)nc3c2=O)CC1	2%	2	3	-2	2%	-6%	-1.0%	2	0
CS(=O)(=O)c1ccc(Cl)c(NC(=O)Nc2ccccc2)c1	0%	-14	/	-5	2%	-1%	0.3%	-4	3
O=S(=O)(O)C(c1ccccc1)C1(O)CCCCC1 (centres undefined)	6%	/	/	-11	3%	-1%	/	/	/
O=C(Cc1ccc(Cl)cc1)NCC(c1cccs1)S(=O)(=O)c1ccccc1 (centres undefined)	-1%	-12	11	-1	4%	-5%	2.1%	0	0
Cc1cc(C)nc(N2CCCC(C(=O)NNC(=O)c3ccncc3)C2)n1 (centres undefined)	0%	-24	-2	-9	1%	-4%	-0.3%	-11	0
Cc1ccc(N(C(=O)CNC(=O)c2ccco2)C(C(=O)NC2CCCC2)c2ccncc2)cc1F (centres undefined)	-1%	23	20	-8	3%	-1%	3.2%	0	2
CC(=O)Nc1ccccc1-c1nc2ccccc2nc1OCC(=O)c1ccc(Cl)cc1	-1%	-7	-11	-5	0%	-2%	-2.3%	-4	2
CN1CCN(C(=O)c2ccc(C3SCC(=O)N3Cc3ccco3)cc2)CC1 (centres undefined)	1%	1	-2	5	-1%	-3%	1.8%	7	2
CCOC(=O)C1CCCCN1Cc1ccc(C(F)(F)F)cc1 (centres undefined)	-1%	12	-3	-15	/	5%	-0.3%	-4	1
Cc1ccccc1C(=O)NCCCNC(=O)c1ccccn1	0%	2	31*	-5	8%	-3%	-0.7%	5	1
COc1cc(C)c2c(c1OC)C(=O)CC2	1%	/	/	-5	-9%	-2%	/	/	/

This is a subset. The share of hits here may be higher or lower than overall.
